# CFTR F508del cor = F508del CFTR correction, initial screen, CFBE line, single point. CFBE cells, YFP halide quenching; stimulated with forskolin plus potentiator P3; % fluorescence drop versus neutral controls. activity (quench increase), % at 7.58 µM. AID 720511, 2013. 350,000 tested, 0.36% active;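 active means mean added fluorescence quench of at least 8% versus neutral control, with both replicates also reaching 8%; inconclusive means only one of the mean or replicate conditions met; inactive means mean below 8% and not both replicates reaching 8%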;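 further: cells transiently co-express mutant CFTR-F508del with the halide-sensitive YFP; corrector assay measuring rescue of mutant channel to the surface after 24 h compound exposure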
# FN deposit inh = inhibitors of fibronectin matrix deposition, primary screen, AH1F cells, Alexa488-fibronectin fluorescence, plate reader; inhibition, % at 12.6 µM; AID 743247, 2014; 350,000 tested, 0.086% active; AH1F fibroblasts, overnight;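 active means mean inhibition across replicates of 30% or more, regardless of how many single replicates reach that level; inconclusive means mean under 30% yet at least half of replicates reach 30%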;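 further: positive control wells lacked labelled fibronectin entirely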
#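 test system = AH1F fibroblasts assembling fluorescent fibronectin matrix | quantity = 10000 AH1F cells per well | buffer or medium = DMEM plus 2% serum, read in PBS | doses = single dose, pinned | incubation = 1 h cell attachment, overnight exposure to compound and label | detection = fluorescence at 485 nm excitation, 525 nm emission | read-out basis = inhibition from reduced deposited-fibronectin fluorescence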
# miR122 inh = miR-122 Renilla sensor signal increase in Huh7, primary screen, miR-122 inhibitor project, cell-based, single point, plate reader; Huh7 miR-122 Renilla luciferase sensor, 48 h; neutral wells = 0, positive control = 100; activation (reporter increase), % at 12.5 µM; 340,000 tested, 0.3% active; AID 602342, 2012;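 active means mean replicate activation score at least 90 and every replicate individually at or above 90; inconclusive means only one of the two criteria met; inactive means neither criterion met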;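 further: higher luciferase means less miR-122 activity so hits act as miR-122 inhibitors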
# DENV2 CPE rescue = inhibitors of DENV2 cytopathic effect, primary screen, cell-based, plate reader, single concentration; CPE inhibition, % at 9.99 µM; 350,000 tested, 1.7% active; DENV2-infected cells, cytopathic effect rescue; in the data active means CPE inhibition above about 20%, passing the limit was not always enough; inconclusive means no clear call, values can overlap the other calls; tested in BHK-21 cells;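 further: 0% = median of neutral control wells and 100% = median of positive control wells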
# PAX8 inh HTS = inhibitors of PAX8-driven TPO luciferase reporter, primary screen, RMG-I cells, single concentration; SteadyGlo, 24 h; inhibition, % at 12.6 µM; 360,000 tested, 1.2% active;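 active means mean replicate inhibition at least 60% with every replicate also reaching 60%; inconclusive means only one of the two criteria is met; inactive means mean below 60% and not all replicates reaching 60%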;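 further: luciferase light reporting Pax8 driven TPO promoter activity; plate controls were median of neutral control wells for no effect and mitoxantrone controls for full effect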
# INS-1E GSIS act = GLuc luminescence reporter in INS-1E cells, primary screen for activators of glucose-dependent secretion of insulin. INS-1E GLuc reporter insulin secretion, 2-3 h. activation, % at 16.6 µM. 370,000 tested, 0.61% active;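 active means lowest replicate activation of at least 40%, so every replicate reaches that level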;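 further: 0% = median of neutral control wells and 100% = median of IBMX positive control wells; some compounds called inactive have numbers as strong as hits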
# EWS-Fli block = EWS/Fli-driven NR0B1 reporter inhibitors, primary screen, A673 cells, NR0B1 luciferase, luminescence, MLPCN library. AID 651661, 2012. viability-normalised. 350,000 tested, 0.67% active. inhibition, % at 12.6 µM;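 active means mean inhibition of at least 50% after viability correction, with every replicate also passing that limit; inconclusive means mean reaches 50% but only one of two replicates passes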;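 further: firefly luciferase signal divided by Alamar Blue viability fluorescence both relative to DMSO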
# * marks the source's active call; other numbers are inactive results; ? = inconclusive; nt = no result given; & = joins results of further samples; [ ] = dose if it differs, or a comment.
SMILES,CFTR F508del cor,FN deposit inh,miR122 inh,DENV2 CPE rescue,PAX8 inh HTS,INS-1E GSIS act,EWS-Fli block
COc1ccc(CNC(=O)c2cc(=O)c3cc(C)cc(C)c3o2)cc1,-0.9,-4,-4,?,-4,4,3
CC(C)CNC(=S)N(CCCO)Cc1cc2cc3c(cc2[nH]c1=O)OCO3,-0.2,-1,-2,4,-10,22,-13
CC(C)(C)NC(=O)CSc1nnc(-c2ccccn2)n1Cc1ccccc1,-3.4,0,-7,nt,-12,4,-14
Cc1ccc(S(=O)(=O)N2CCC(C(=O)Nc3nnc(-c4ccco4)s3)CC2)cc1,-2.0,nt,0,-1,nt,20,13
COC(=O)c1cc(S(=O)(=O)N2CCN(c3cccc(C)c3)C(C)C2)c[nH]1 (stereo not drawn),-1.5,-3,-8,-2,-1,10,nt
O=C(/C(=C/O)N=Nc1ccccc1Cl)c1ccccc1,-4.2,0,nt,1,-13,8,-2
CCOc1ccc(CNCCN2CCCC2)cc1,4.1,-6,-2,1,8,-27,16
O=C(N/N=C/c1sc(N2CCOCC2)nc1-c1ccccc1)c1cccc(S(=O)(=O)N2CCCC2)c1,1.2,9,nt,-6,74*,nt,20
COc1ccccc1NC(=O)N1CCCCN2[C@H](C1)[C@@H](c1ccc(C#CC3CC3)cc1)[C@@H]2CO,-4.2,nt,nt,7,7,nt,-6
CC(NC(=S)Nc1ccc(Cl)cc1Cl)C(c1cccs1)N1CCCC1 (stereo not drawn),-0.6,12,?,-7,0,-13,-12
O=C(NCCn1c(-c2ccncc2)nc2ccccc21)[C@H]1CCCN1c1nc(CN2CCCCC2)cs1,-0.8,-5,-3,0,4,-20,5
Cc1ccc(SCC(=O)Nc2nccs2)cc1,2.6,-10,nt,12,-47,nt,-1
COc1ccccc1OCCSc1nc2ccccc2n1CCO,2.4,nt,1,-5,-14,0,-30
C[C@H](CO)N1C[C@H](C)[C@H](CN(C)C(=O)c2ccc3c(c2)OCO3)Oc2ncc(C#CCN(C)C)cc2C1=O,1.3,-5,nt,25*,nt,4,-9
CCCNC(=O)C[C@H]1C[C@H]2c3cc(NC(=O)CN(C)C)ccc3O[C@H]2[C@H](CO)O1,0.3,-20,5[16.7 µM],-4,3,2,2
C/C(=N\O)c1ccc2c3ccccc3n(C)c2c1,nt,1,-8,nt,-141,nt,nt
COC(=O)/C(=N/Nc1ccccc1Cl)Sc1nnc(C(O)c2ccccc2)n1-c1ccccc1 (stereo not drawn),0.5,-12,nt,-8,12,-2,-7
O=C(Nc1cc(F)ccc1F)N[C@@H]1CC[C@@H](CCn2cc(C3CCCC3)nn2)O[C@H]1CO,2.2,14,nt,-8,16,-6,nt
C[C@@H]1CN([C@@H](C)CO)C(=O)c2cc(NC(=O)CCN3CCOCC3)ccc2O[C@@H]1CN(C)S(=O)(=O)c1cn(C)cn1,-0.3,-4,-10[16.7 µM],9,nt,30,-3
CCC(=O)Nc1nonc1-c1nc2ccccc2n1N(C(=O)CC)C(=O)CC,nt,-6,-2,nt,12,nt,nt
C[C@H](CO)N1C[C@H](C)[C@@H](CN(C)Cc2ccc(-c3ccccc3)cc2)Oc2ccc(NC(=O)CCC(F)(F)F)cc2CC1=O,-2.1,nt,-4[16.7 µM],-21,70*,-13,72*
CCN(NC(=O)C(O)(c1ccc(F)cc1)c1ccc(F)cc1)C(=O)c1ccccc1,nt,1,nt,nt,-19,-13,nt
CCOC(=O)c1nc(NCc2ccccc2)c2ccccc2n1,-0.2,4,nt,10,-5,13,-5
O=C(Nc1ccccc1F)N1C[C@H]2[C@@H](c3ccccc31)[C@@H](CO)N2C(=O)Cc1ccccc1,-1.9,nt,11[16.7 µM],?,-31,-3,-38
CCn1c(COc2cc(C)ccc2C(C)C)nnc1SCC(=O)Nc1nccs1,-3.1,12,4,1,4,nt,7
CCSc1nnc(NC(=O)CN2C(=O)N(C)C3(CCCCC3)C2=O)s1,-0.6,6,-6,5,nt,10,11
Cc1ccc(C(c2sc3nc(C)nn3c2O)N2CCN(c3ccccc3)CC2)cc1 (stereo not drawn),nt,0,-2,nt,-3,nt,nt
COc1ccc(S(=O)(=O)N2C[C@@H](O)COC[C@H]3O[C@H](CC(=O)N[C@@H]4CCN(Cc5ccccc5)C4)CC[C@@H]32)cc1,-1.2,2,-7[16.7 µM],2,-4,5,-7
Cc1noc(C)c1NC(=O)Nc1ccc2c(c1)C(=O)N([C@@H](C)CO)C[C@@H](C)[C@H](CN(C)C(=O)Nc1ccccc1)O2,0.0,nt,1[16.7 µM],nt,nt,6,-3
CC1=CC=CN2C1=NC(=O)CC2(C)C(=O)N(CC(=O)NC1CCCC1)c1ccccc1C (stereo not drawn),-0.7,-16,0,-8,8,18,-9
O=C(COc1cccnc1[N+](=O)[O-])Nc1cc(Cl)ccc1Cl,-3.5,10,nt,18,-90,5,-59
CCN(c1ccccc1)S(=O)(=O)c1cccc(C(=O)OCC(=O)Nc2ccc(NC(C)=O)cc2)c1,-1.3,5,-9,0,12,1,-1
COc1ccccc1N1CCN(S(=O)(=O)CCNC(=O)C23CC4CC(CC(C4)C2)C3)CC1,-0.6,9,-12,10,35,-22,nt
c1cc2cc(-c3c(-c4ccc5c(c4)OCO5)noc3-c3ccsc3)ccc2[nH]1,0.5,-1,-2,120*,-157,-15,-97
C[C@H](CO)N1C[C@H](C)[C@H](CN(C)Cc2ccc(Cl)c(Cl)c2)Oc2c(NC(=O)CCCCCC(=O)Nc3ccccc3N)cccc2C1=O,-0.5,-4,nt,1,53,6,1
CSc1ccc(/C=C(\C(=O)O)c2ccc(S(=O)(=O)N3CCCCC3)s2)cc1,-0.8,nt,nt,-7,13,8,13
COc1ccc(-n2ccc(=O)c(C(=O)O)n2)c(OC)c1,-0.1,-3,-2,-2,-14,12,4
O=C(Nc1cc([N+](=O)[O-])ccc1F)c1ccc2ccccc2c1,0.6,1,-6,4,7,-7,-4
CC(=O)Nc1ccc(C(=O)OCc2ccccc2Cl)cc1,2.4,-15,nt,19,-51,-8,-3
O=C(NCc1cccnc1)c1ccc2c(c1)C(=O)N(Cc1ccccc1)C2=O,-0.3,22,-2,5,nt,-8,nt
CCC(=O)N1CCN=C1SCc1cccc(F)c1,-3.2,5,-7,-2,-52,5,-2
COc1ccccc1CNC(=O)c1ccc(OC(F)F)c(OC)c1,-4.1,7,nt,nt,46,0,-1
Cc1ccc(NCC(=O)N/N=C/c2c[nH]c3ccccc23)cc1,nt,-3,nt,nt,9,-10,nt
COc1ccccc1CNC(=S)NC1CCCCC1,3.6,1,50,3,2,1,9
CC(C)C(N)c1csc(Nc2ccc(C(=O)N(C)Cc3ccccc3)cn2)n1 (stereo not drawn),-2.3,4,-1,-3,16,nt,12
Cc1nc(NCC2CCCO2)c2nnn(Cc3ccccc3Cl)c2n1 (stereo not drawn),-2.6,nt,0,1,nt,14,11
COC(=O)[C@]1(CCC(=O)OC(C)(C)C)N=C(c2ccc(OCCCO)cc2)O[C@@H]1c1ccccc1,2.0,nt,nt,-8,nt,nt,-8
O=C(Nc1ccccc1)N1C[C@@H]2N[C@H](C1)C2c1ccc(-c2ccccc2)cc1 (stereo partly drawn),0.8&-7.2,5&7,nt,-7&-4,-18&8,-12&7,-3&-14
O=C(N[C@H](CO)c1ccccc1)[C@H]1O[C@@H](n2ccc(=O)[nH]c2=O)[C@H](O)[C@@H]1O,-4.5,-12,7,12,-13,24,-2
O=C(NC1CC1)c1cc(=S)[nH]c2ccccc12,1.7,7,-3,-6,15,4,2
O=C(O)C[C@H]1C[C@@H]2c3cc(NC(=O)NC4CCCCC4)ccc3O[C@@H]2[C@H](CO)O1,-4.3,-5,-2[16.7 µM],1,-5,13,18
CCOC(=O)c1c(C)nn(-c2ncccc2NC(=O)NC(C)C)c1C,-1.1,8,-12,-1,2,4,2
CN(C)C(=O)C(OC(=O)c1ccc2ccccc2n1)c1ccccc1 (stereo not drawn),-1.7,0,-3,-2,-8,1,-7
N#Cc1ccc(-c2cccnc2)nc1SCc1ccc(Cl)c(Cl)c1,0.0,12,-5,-7,0,-2,-4
CC(C)Cc1cc(C(=O)N2CCCC(CO)(Cc3ccc(F)cc3F)C2)n[nH]1 (stereo not drawn),-1.7,3,nt,2,9,-23,-4
CCCNC(=O)N1CC(=O)N2[C@@H](CO)[C@H](c3ccc(C#Cc4cccc(F)c4)cc3)[C@@H]2C1,-1.7,nt,nt,17,-16,-7,-9
CCCS(=O)(=O)NCc1cn2cccc(C)c2n1,-1.2,nt,0,0,nt,7,3
COc1ccc(C(=O)NCC(=O)n2nc(C)cc2C)cc1OC,nt,-16,1,nt,13,nt,nt
O=C(C[C@@H]1C=C[C@@H](NS(=O)(=O)c2cccc(F)c2)[C@H](CO)O1)NCc1ccc2c(c1)OCO2,-1.7,-2,nt,6,9,1,8
Cc1ccc(NC(=O)CN(C)C2CCCCC2)cc1Cl,1.6,3,0,6,-9,-6,10
# (listing goes on)
SMILES,CFTR F508del cor,FN deposit inh,miR122 inh,DENV2 CPE rescue,PAX8 inh HTS,INS-1E GSIS act,EWS-Fli block
Cc1noc(C)c1NC(=O)NCC[C@H]1CC[C@H](NC(=O)Nc2cccc(Cl)c2)[C@@H](CO)O1,-2.3,9,nt,-1,-14,-1,-11
Cc1noc(C)c1NC(=O)Nc1ccc2c(c1)CC(=O)N([C@H](C)CO)C[C@@H](C)[C@H](CN(C)S(C)(=O)=O)O2,-1.1,nt,-5[16.7 µM],0,-42,0,-6
Cc1ccccc1S(=O)(=O)N1[C@H](C#N)[C@H](c2ccc(C#CC3CCCC3)cc2)[C@H]1CO,2.0,-1,nt,4,nt,-20,-13
Cc1noc(C)c1NC(=O)Nc1ccc2c(c1)CC(=O)N([C@@H](C)CO)C[C@H](C)[C@H](CN(C)C(=O)Nc1ccc3c(c1)OCO3)O2,0.2,nt,12[16.7 µM],-4,-12,14,-6
COc1ccc(CCNc2cc(C)nc3c(-c4ccccc4OC)cnn23)cc1OC,0.8,0,-7,?,6,-18,-7
CN(CCOc1ccccc1)C(=O)c1cc(S(=O)(=O)N2CCCCC2)ccc1Cl,-1.2,1,18,-9,-1,-30,11
CC(C)C(OC(=O)Cn1nnc2ccccc21)C(=O)NC1CCCC1 (stereo not drawn),4.2,2,-2,1,1,25,-10
Cc1ccc(C(=O)N/C(=C\c2ccc(C)o2)C(=O)O)cc1,0.7,-5,-3,2,5,18,-2
COc1ccccc1N1C(=NC(=O)C2CCCCC2)SC2CS(=O)(=O)CC21 (stereo not drawn),-1.2,26,8,-3,-1,10,nt
S=C(Nc1ccccc1Cl)N(Cc1ccccc1)Cc1ccccn1,-1.0,nt,nt,nt,-1,-15,-5
COc1ccccc1NC(=O)Nc1nc(CC(=O)N2CCN(c3ccccc3)CC2)cs1,0.7,4,-11,-4,24,-14,-5
C[C@H](O)C#Cc1cnc2c(c1)C(=O)N([C@@H](C)CO)C[C@H](C)[C@@H](CN(C)C(=O)Cc1ccncc1)O2,0.6,3,1[16.7 µM],0,-27,11,-7
CN1CCN(/C=C(\C#N)S(=O)(=O)c2ccc(Cl)cc2)CC1,-2.6,1,nt,0,-2,0,9
CC=Cc1ccc2n(c1=O)C[C@H]1[C@H](CO)[C@@H](C(=O)NCC3CC3)[C@@H]2N1Cc1ccccc1OC (mixture of isomers),nt,nt,nt,3,nt,6,-7
O=C(O)CCCCCN=Cc1c(O)c2ccccc2oc1=O,-0.3,8,nt,?,-18,4,3

# From PubChem
